Mdm2-MdmX inh – inhibitors of human Mdm2-MdmX association, primary screen, cell-based, luminescence, split luciferase, SaOS-2, uHTS. inhibition, % at 8 µM. Protein Mdm4 (Homo sapiens) + E3 ubiquitin-protein ligase Mdm2 (Homo sapiens), …. hit rate 3% among 330,000. SaOS-2 split-luciferase Mdm2/MdmX complementation. AID 485346, 2010;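 active means inhibition of at least 50% at 8 µM in the primary screen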
Target sequence (O15151 whole entry, looked up): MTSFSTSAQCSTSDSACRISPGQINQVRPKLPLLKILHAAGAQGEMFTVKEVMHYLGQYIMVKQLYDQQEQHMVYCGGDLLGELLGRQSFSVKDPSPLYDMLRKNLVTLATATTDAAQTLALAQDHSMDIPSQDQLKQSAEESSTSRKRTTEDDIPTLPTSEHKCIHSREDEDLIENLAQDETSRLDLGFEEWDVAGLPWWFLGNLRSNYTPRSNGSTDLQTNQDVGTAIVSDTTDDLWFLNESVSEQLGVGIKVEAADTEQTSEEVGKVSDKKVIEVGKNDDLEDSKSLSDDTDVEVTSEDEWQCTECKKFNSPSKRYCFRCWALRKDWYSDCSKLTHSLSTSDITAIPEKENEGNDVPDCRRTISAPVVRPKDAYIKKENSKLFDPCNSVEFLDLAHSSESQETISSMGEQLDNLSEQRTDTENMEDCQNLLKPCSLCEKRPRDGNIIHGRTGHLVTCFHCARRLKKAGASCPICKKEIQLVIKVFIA
Target sequence (Q00987 whole entry, looked up): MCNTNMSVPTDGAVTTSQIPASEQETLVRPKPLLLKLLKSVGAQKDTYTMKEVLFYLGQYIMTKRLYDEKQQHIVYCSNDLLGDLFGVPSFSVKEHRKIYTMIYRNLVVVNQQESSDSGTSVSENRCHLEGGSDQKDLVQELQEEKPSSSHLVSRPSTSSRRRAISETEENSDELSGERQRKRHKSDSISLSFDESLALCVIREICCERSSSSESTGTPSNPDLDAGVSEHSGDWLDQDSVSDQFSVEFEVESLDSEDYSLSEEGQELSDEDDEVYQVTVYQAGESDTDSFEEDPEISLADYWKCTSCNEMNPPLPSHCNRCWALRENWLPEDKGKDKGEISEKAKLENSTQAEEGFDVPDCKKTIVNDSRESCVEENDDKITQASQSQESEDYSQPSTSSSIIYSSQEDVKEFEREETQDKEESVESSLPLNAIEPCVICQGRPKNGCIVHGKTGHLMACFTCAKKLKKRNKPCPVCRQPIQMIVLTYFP
APJ ag – agonists of human apelin receptor APJ, primary screen, CHO-K1 cells, PathHunter beta-arrestin, luminescence; P35414; 0% DMSO wells, 100% apelin; activation, % at 20 µM; hit rate 0.11% among 330,000; AID 2520, 2010;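 active means activation more than six SD over the plate average, tested at 20 µM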;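 further: 0% = DMSO alone and 100% = apelin-13 at 10 nM; some results filed as inactive read as strong as hits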
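Test system: CHO-K1 APJ beta-arrestin complementation cell line | Compound: Single test compound dose, 20 µM final, 1% DMSO | Incubation: Compound 90 min 25 °C, reagent 1 h | Measured by: beta-gal luminescence | Read-out basis: APJ–arrestin association signal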
TIM10 inh – growth inhibitors of isogenic TIM10 control yeast, primary screen, counter-screen for tim10-1 yeast inhibitor project, luminescence, uHTS; S. cerevisiae TIM10 strain growth, BacTiter-Glo luminescence, 24 h; inhibition, % at 10 µM; hit rate 1.4% among 330,000; AID 463195, 2010;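 active means inhibition of 40% or more at the single tested concentration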;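 further: wild-type TIM10 isogenic control strain grown at permissive 25 °C; 0% = DMSO yeast wells and 100% = minimal medium wells without yeast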
UPR CHOP act – activators of apoptotic CHOP UPR arm, primary screen, cell-based, CHO-CHOP luciferase reporter, luminescence, uHTS. AID 449763, 2010. hit rate 0.34% among 330,000. UPR activation; percent of tunicamycin response over DMSO baseline. activation, % at 10 µM;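 active means at 10 µM dose, activation of 40% or more, normalized to positive control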;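 further: 100% = tunicamycin at 10 µg/mL and 0% = DMSO alone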
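Assay system: CHO-CHOP cells, stable luciferase reporter of PERK-eIF2a-CHOP signalling / Buffer or medium: F12 plus 10% serum / Compound dosing: one dose, 10 µM in 0.5% DMSO / Times: 6 h compound treatment, 37 °C / Technique: luciferase luminescence / Read-out: % reporter activation, DMSO baseline versus tunicamycin full activation / Benchmarks: tunicamycin and DMSO controls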
tim10-1 inh – growth inhibitors of tim10-1 mutant yeast, primary screen, luminescence, uHTS | inhibition, % at 20 µM | S. cerevisiae tim10-1 ts strain growth, BacTiter-Glo, 24 h | hit rate 2.2% among 330,000 | AID 463190, 2010;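 active means inhibition of at least 40%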;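 further: mutant grown at 25 °C; 0% = DMSO wells with yeast and 100% = wells holding no yeast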
UPR XBP1 act – activators of adaptive XBP1 UPR arm, primary screen, cell-based, CHO-XBP1 luciferase reporter, luminescence, uHTS; IRE1-XBP1 UPR activation; percent of tunicamycin response, DMSO as zero; activation, % at 20 µM; hit rate 0.33% among 330,000; AID 463104, 2010;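 active means versus positive control, 20 µM dose yields 30% or more activation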;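 further: 100% = tunicamycin at 10 µg/mL and 0% = DMSO only wells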
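assay system = CHO-XBP1 luciferase reporter cells | amount = 1000 cells/well | buffer or medium = F12 plus 10% FBS | compound dosing = single point, 20 µM final compound, 1% DMSO | incubation = 16-18 h cell attachment at 37 °C, then 6 h compound exposure | detection = Steady-Glo luminescence read | controls = tunicamycin 10 µg/mL and vehicle-only wells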
NLRP3 yeast inh – NALP3 inflammasome inhibitors in reconstituted yeast, primary screen, luminescence, uHTS; Yeast reconstituted NLRP3/ASC/caspase-1, beta-gal luminescence, 24 h; hit rate 0.39% among 330,000; inhibition, % at 10 µM;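 active means inhibition of 50% or more; inactive means inhibition below 50%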;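 further: plate controls were induced DMSO wells for no effect and uninduced yeast grown without galactose for full effect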
NR3A LBD binder – binders of NR3A ligand-binding domain, primary screen, biophysical, differential scanning fluorimetry, uHTS; AID 1259313, 2017; hit rate 2.5% among 340,000; NR3A LBD differential scanning fluorimetry, Tm shift; 0% = protein alone, 100% = glycine-bound protein; Tm shift relative to glycine control, % at 25 µM; Glutamate receptor ionotropic, NMDA 3A (GRIN3A) ligand-binding domain;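 active means melting temperature shift of at least 10% of the positive control shift, at one fixed dose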
tim23-1 inh – growth inhibitors of tim23-1 mutant yeast, primary screen, luminescence, uHTS; AID 463212, 2010; S. cerevisiae tim23-1 growth, BacTiter-Glo luminescence, 24 h; inhibition, % at 20 µM; hit rate 1.3% among 330,000;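 active means growth inhibition of the mutant yeast at or above 50%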;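 further: temperature-sensitive mutant grown at 25 °C; plate controls were DMSO-treated mutant yeast for no effect and medium wells lacking yeast for full effect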
* = called active by the depositor; · = no result given.

SMILES	Mdm2-MdmX inh	APJ ag	TIM10 inh	UPR CHOP act	tim10-1 inh	UPR XBP1 act	NLRP3 yeast inh	NR3A LBD binder	tim23-1 inh
Cc1ccc(C)c(N2CCN(C(=O)CCS(=O)(=O)c3ccc4c(c3)NC(=O)C(C)S4)CC2)c1 (stereo not drawn)	37	11	4	7.6	17	-2	4	6	1
CCOC(=O)Cc1nnc(NC(=O)C2CCCCC2)s1	27	-2	1	-1.9	20	2	5	0	8
CCc1n[nH]c(=S)n1/N=C/c1ccc(N(CC)CC)cc1	-12	-4	45*	1.9	42*	3	34	0	19
NC(=O)c1ccsc1NC(=O)COC(=O)Cc1cccc2ccccc12	35	2	16	0.0	9	-1	-2	24*	4
O=C(CSc1nc2scc(-c3ccccc3)c2c(=O)[nH]1)N1CCOCC1	31	-3	13	0.6	2	-2	10	-1	15
COc1cccc(CN2C(=O)c3cccc(N)c3C2=O)c1	13	-1	-25	-1.0	-37	3	26	9	6
CN(c1cnn(-c2ccccc2)c(=O)c1Cl)n1cccc1	-9	0	14	2.6	9	3	5	2	21
Cc1ccc(N2CSC3=C(C#N)C(c4cccs4)CC(=O)N3C2)cc1 (stereo not drawn)	4	-1	0	0.2	40*	3	18	-27	16
COc1ccc(CN(C)C(=O)Cn2cnc(C(=O)Nc3ccc(C)c(C)c3)n2)cc1OC	-4	·	24	0.9	5	3	·	0	29
COc1cc(SC)ccc1C(=O)NCCOc1ccc(F)cc1	-180	1	8	3.9	14	2	27	2	8
CC(C)(C)c1ccc(CN2N=C(/C=C/c3ccccc3)CCC2=O)cc1	-11	0	-1	0.4	32	-1	10	1	23
COc1ccccc1-c1sc2ccccc2c1C#CC1(O)CCCCC1	12	-3	1	1.9	0	1	18	-16	27
COCCCNC(=O)Cn1nnc(-c2ccc(NC(=O)c3ccccc3OC)cc2)n1	-20	-4	-3	1.7	4	7	-5	2	-1
CCOC(=O)C1CCN(C(=O)c2cccc(Cl)c2)CC1	11	2	-3	0.2	10	1	10	1	23
CCOc1cccc(OCCCOc2cccc3cccnc23)c1	-7	-2	22	1.1	27	0	19	0	31
Nc1ccc(Oc2ccc3nc(-c4ccccc4)c(-c4ccccc4)nc3c2)cc1	22	0	11	6.5	35	10	-1	3	46
C=CCC[C@@H](Cc1ccc(F)cc1)C(=O)OC[C@H](Cc1c[nH]c2ccccc12)NC(=O)[C@@H](CC=C)CC(=O)NCCO	32	1	0	-0.5	15	-2	16	-6	5
COc1ccccc1C(CC(=O)Nc1ccc(Cl)cc1)c1ccc(OC(C)C)cc1 (stereo not drawn)	18	-4	4	1.8	-1	-1	17	12*	0
COc1ccccc1/C=C/C=N/NC(=O)c1ccc(=O)n(C)c1	7	-2	12	1.1	12	-4	-1	-4	4
Cc1nn(-c2ccccc2)c(C)c1/C=N/NC(=O)c1cnccn1	-12	-1	-13	0.7	-13	0	10	0	-2
CC(C)(C)C(=O)Nc1ccc(-c2nnc3n2CCCCC3)cc1	4	12	0	-0.5	1	-4	30	-2	-7
Cc1ccc(N=Nc2ccc(C)cc2NC(=O)Nc2ccccc2F)cc1	30	-1	6	2.6	-11	4	12	6	2
COc1ccc(C(=O)Nc2ccc3oc(-c4cccc(Cl)c4)cc(=O)c3c2O)cc1	47	-5	7	1.1	6	4	2	-8	27
COc1ccc(NC(=O)COC(=O)C2CCN(S(=O)(=O)c3cccs3)CC2)cc1	21	-4	6	-2.3	-4	-3	6	-1	16
C/C(=C\c1ccccc1)C(=O)Nc1nc2ccc([N+](=O)[O-])cc2s1	-46	-2	7	8.8	21	-2	20	10	6

10 of these compounds in another layout.
Fields – Mdm2-MdmX inh	APJ ag	TIM10 inh	UPR CHOP act	tim10-1 inh	UPR XBP1 act	NLRP3 yeast inh	NR3A LBD binder	tim23-1 inh
Cc1ccc(C)c(N2CCN(C(=O)CCS(=O)(=O)c3ccc4c(c3)NC(=O)C(C)S4)CC2)c1 (stereo not drawn)
  37	11	4	7.6	17	-2	4	6	1
CCOC(=O)Cc1nnc(NC(=O)C2CCCCC2)s1
  27	-2	1	-1.9	20	2	5	0	8
CCc1n[nH]c(=S)n1/N=C/c1ccc(N(CC)CC)cc1
  -12	-4	45*	1.9	42*	3	34	0	19
NC(=O)c1ccsc1NC(=O)COC(=O)Cc1cccc2ccccc12
  35	2	16	0.0	9	-1	-2	24*	4
O=C(CSc1nc2scc(-c3ccccc3)c2c(=O)[nH]1)N1CCOCC1
  31	-3	13	0.6	2	-2	10	-1	15
COc1cccc(CN2C(=O)c3cccc(N)c3C2=O)c1
  13	-1	-25	-1.0	-37	3	26	9	6
CN(c1cnn(-c2ccccc2)c(=O)c1Cl)n1cccc1
  -9	0	14	2.6	9	3	5	2	21
Cc1ccc(N2CSC3=C(C#N)C(c4cccs4)CC(=O)N3C2)cc1 (stereo not drawn)
  4	-1	0	0.2	40*	3	18	-27	16
COc1ccc(CN(C)C(=O)Cn2cnc(C(=O)Nc3ccc(C)c(C)c3)n2)cc1OC
  -4	·	24	0.9	5	3	·	0	29
COc1cc(SC)ccc1C(=O)NCCOc1ccc(F)cc1
  -180	1	8	3.9	14	2	27	2	8

Some of these compounds in order of number of heavy atoms, largest number first:
SMILES	Mdm2-MdmX inh	APJ ag	TIM10 inh	UPR CHOP act	tim10-1 inh	UPR XBP1 act	NLRP3 yeast inh	NR3A LBD binder	tim23-1 inh
Cc1ccc(C)c(N2CCN(C(=O)CCS(=O)(=O)c3ccc4c(c3)NC(=O)C(C)S4)CC2)c1 (stereo not drawn)	37	11	4	7.6	17	-2	4	6	1
COCCCNC(=O)Cn1nnc(-c2ccc(NC(=O)c3ccccc3OC)cc2)n1	-20	-4	-3	1.7	4	7	-5	2	-1
O=C(CSc1nc2scc(-c3ccccc3)c2c(=O)[nH]1)N1CCOCC1	31	-3	13	0.6	2	-2	10	-1	15

The list continues:
SMILES	Mdm2-MdmX inh	APJ ag	TIM10 inh	UPR CHOP act	tim10-1 inh	UPR XBP1 act	NLRP3 yeast inh	NR3A LBD binder	tim23-1 inh
Cc1nc(Cl)sc1C(=O)Nc1ccccc1Cl	7	-2	-2	1.5	5	-4	-3	-2	7
CCc1ccccc1NC(=O)CN(c1cccc(OC)c1)S(C)(=O)=O	-15	1	-19	-0.8	22	1	4	1	24
COC(=O)C1N[C@@H]([C@@H](NC(=O)COc2ccccc2)C(=O)NCc2ccccc2)SC1(C)C (stereo partly drawn)	5	-4	5	-0.5	14	4	6	-1	11
COc1ccc(CCNC(=O)c2ccccc2N(C)S(=O)(=O)c2ccccc2)cc1	5	-2	20	-0.4	30	-1	5	1	19
Cn1nc(C(=O)Nc2ccc(S(=O)(=O)N3CCCCC3)cc2)c2ccccc2c1=O	35	0	27	-1.8	39	-5	-2	-9	27
COc1ccc(OC)c(-c2csc(N(CC3CCCO3)C(=O)C3CCCCC3)n2)c1 (stereo not drawn)	7	-2	0	-2.0	15	-5	22	2	21
CCOC(=O)C(CC(=O)O)N1CCCCC1 (stereo not drawn)	10	3	-13	-0.6	18	-2	5	-1	10
Cc1ccccc1NC(=S)N(Cc1ccccc1)Cc1cccs1	-13	-5	7	-0.1	10	1	-3	-1	8
O=C(NNC(=S)Nc1ccc(Br)cc1Cl)c1ccncc1	8	4	11	1.0	27	0	30	8	31
Cc1ccc(NC(=O)c2cccnc2)cc1S(=O)(=O)N(C)C	-2	-1	4	3.0	13	0	3	-1	7
CCOC(=O)CCNC(=O)N1CCCC(C(=O)c2ccc3c(c2)OCO3)C1 (stereo not drawn)	-3	-3	-10	-2.6	8	-1	21	-1	12
CCCCNC(=O)NNC(=O)COc1cccc(C)c1C	0	0	0	4.0	-24	-3	3	2	9
C/C(=C(\C#N)C(=O)NCc1ccccc1)N(C)C	4	-1	-4	-0.8	-2	-2	7	5	12
COc1cc(/C=N/NC(=O)Cn2cnc3c2c(=O)n(C)c(=O)n3C)cc(OC)c1OC	9	0	-7	0.0	3	-1	11	0	-1
CSCCC(NS(=O)(=O)c1ccc2c(c1)oc(=O)n2C)C(=O)NCc1ccccc1 (stereo not drawn)	-26	-3	-27	-1.4	-15	2	-4	1	-14
COC(=O)c1cc(OC)c(OC)cc1NC(=S)N1CCN(Cc2ccccc2)CC1	21	-3	10	-2.0	20	-4	-3	0	13
CC(NC(=O)c1ccc(NC(=O)c2ccco2)cc1)c1ccccc1 (stereo not drawn)	18	11	5	-0.3	-2	-6	24	-1	6
Cn1c(=O)c(C(=O)COC(=O)c2cc(C3CC3)nc3ccccc23)c(N)n(Cc2ccccc2)c1=O	22	-4	18	2.7	15	-2	7	-2	25
O=C(Nc1cc(-c2nc3ncccc3o2)ccc1Cl)c1ccc2c(c1)OCO2	13	-1	-10	0.1	-6	-1	22	-1	0
CC1(C)CC(=O)C=C(c2ccc(F)cc2OCc2ccccc2)C1	-1	-3	-3	1.5	4	0	8	-1	39
COc1cccc(C2CC(c3c(Cl)cccc3Cl)n3nc(N)nc3N2)c1 (stereo not drawn)	21	-4	-3	-2.0	-11	-2	1	1	-1
CCOC(=O)C1CCCN(CC(O)COc2ccc(OC)cc2C(C)(C)C)C1 (stereo not drawn)	-1	-4	6	-0.6	20	-2	9	2	11
CCCn1c(SCC(=O)N2N=C3/C(=C/c4ccc(OC)cc4)CCCC3C2c2ccc(OC)cc2)n[nH]c1=O (stereo not drawn)	47	-3	14	0.1	10	1	9	1	43
CCN(CC)CCCNC(=S)N1CCC(c2nc3ccccc3[nH]2)CC1	-7	-1	-10	4.0	-3	-4	10	-1	8
COc1ccc(CCC(=O)OCC(=O)N(CC(C)C)c2c(N)n(Cc3ccccc3)c(=O)[nH]c2=O)cc1	18	-2	-3	1.4	-1	0	18	1	-9
O=C(NCc1nc2ccccc2[nH]1)C1=C[C@@H](c2ccc(C(F)(F)F)cc2)C[C@@H](OCc2ccc(CO)cc2)O1	27	5	0	7.3	1	1	7	3	27
C=CCC1(CC=C)CCCN1C(=O)CC1C(=O)NCCN1Cc1ccc(OC)c(OC)c1 (stereo not drawn)	10	-2	14	1.2	5	2	25	-4	5
CNS(=O)(=O)c1cc(NC(=O)c2cncn2-c2ccccc2)ccc1C	2	0	-10	-0.7	10	-1	7	-1	7
Cc1cccc(Nc2nc(N3CCN(C)CC3)nc(N)c2[N+](=O)[O-])c1	-11	-3	14	-0.3	32	0	17	4	12
COc1cccc(/C=N/NC(=O)c2cnccn2)c1O	11	-1	95*	0.9	0	-3	12	-1	34
